# High-throughput results (PubChem BioAssay)
# hIAP activ: increases human intestinal alkaline phosphatase activity; purified human IAP, CDP-Star luminescence, 30 min; stronger effect = higher value; 1 = vehicle-only enzyme, 0 = enzyme-free background; activation factor at 10 µM; hit rate 0.16% among 330,000;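 active means activation factor of the enzyme at least 2-fold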; further: the source names both 10 and 20 µM as test concentration; values of inactives mirror those of a sister screen read the other way
# Target sequence (P09923 whole entry, looked up): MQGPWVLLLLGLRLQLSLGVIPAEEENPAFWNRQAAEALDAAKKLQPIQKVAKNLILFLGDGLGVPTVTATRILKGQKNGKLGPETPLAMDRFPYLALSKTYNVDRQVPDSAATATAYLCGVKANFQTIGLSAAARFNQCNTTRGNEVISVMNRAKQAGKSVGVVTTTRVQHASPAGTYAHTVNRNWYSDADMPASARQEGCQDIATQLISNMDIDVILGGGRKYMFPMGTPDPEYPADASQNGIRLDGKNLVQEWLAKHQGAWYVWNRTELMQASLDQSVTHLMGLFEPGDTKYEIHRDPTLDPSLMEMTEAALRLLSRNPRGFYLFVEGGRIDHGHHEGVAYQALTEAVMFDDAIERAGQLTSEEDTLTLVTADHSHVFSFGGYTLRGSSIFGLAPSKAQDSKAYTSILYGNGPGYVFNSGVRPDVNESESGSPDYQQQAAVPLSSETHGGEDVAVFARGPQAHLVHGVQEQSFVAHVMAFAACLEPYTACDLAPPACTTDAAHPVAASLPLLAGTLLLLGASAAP
# mIAP activ: increases mouse intestinal alkaline phosphatase activity; muIAP, CDP-Star luminescence, 30 min; stronger effect = higher value; 1 = vehicle-only enzyme signal, 0 = enzyme-free wells; activation factor at 10 µM; hit rate 0.24% among 330,000;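 active means activation factor of at least 2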; further: the source names both 10 and 20 µM as test concentration; values of inactives mirror those of a sister screen read the other way
#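 also added = chemiluminescent substrate CDP-Star | test system = mouse IAP enzyme | signal = chemiluminescence readout | compound = DMSO-dissolved test compounds | incubation = 30 min at room temperature | benchmarks = DMSO wells, no-enzyme wells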
# HKDC1 inh: HKDC1 (human) hexokinase inhibition | inhibition, % at 20 µM | Q2TB90 | hit rate 0.16% among 340,000 | recombinant HKDC1, G6PDH/diaphorase resazurin coupled fluorescence | AID 493160;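 active means inhibition above about 35% when tested at 20 µM, limit read from the data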;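 further: plate controls were DMSO wells with enzyme for no effect and DMSO wells lacking enzyme for full effect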
#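 Assay system: recombinant HKDC1 hexokinase; detection: coupled resazurin fluorescence, excitation 525 nm, emission 613 nm; benchmarks: DMSO-plus-enzyme-mix negative control, buffer-substituted positive control; compound dosing: single 20 µM dose; schedule: 90 min at room temperature in dark; also added: glucose plus 1 mM ATP as hexokinase substrates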
# APOBEC3A inh: blocks human APOBEC3A ssDNA deamination. P31941. recombinant A3A, FAM/TAMRA ssDNA deamination fluorescence. inhibition, % at 20 µM. hit rate 0.41% among 330,000. AID 493011;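 active means at least 40% inhibition at 20 µM here, with at most 30% in a related deaminase screen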;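 further: plate controls were A3A with DMSO for no effect and wells lacking A3A enzyme for full effect; some results filed as inactive read as strong as hits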
# Target sequence (P31941 whole entry, looked up): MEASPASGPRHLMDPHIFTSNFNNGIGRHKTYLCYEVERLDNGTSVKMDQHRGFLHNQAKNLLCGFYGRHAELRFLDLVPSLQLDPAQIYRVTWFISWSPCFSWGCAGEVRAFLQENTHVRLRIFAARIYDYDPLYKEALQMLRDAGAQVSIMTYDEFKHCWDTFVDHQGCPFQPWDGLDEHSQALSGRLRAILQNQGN
# PfGluPho inh: PfG6PD (Plasmodium falciparum) enzyme inhibition. PfGluPho enzyme, NADPH resazurin-diaphorase fluorescence. inhibition, % at 20 µM. hit rate 0.78% among 350,000. AID 504690;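 active means inhibition reaching at least a set limit at 20 µM in the primary screen, cut at about 59% in these data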;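 further: 0% = DMSO wells with substrate and 100% = DMSO wells lacking glucose-6-phosphate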
# ATG4B inhibitor: blocks human ATG4B protease cleavage of LC3 substrate | Q9Y4P1 | ATG4B cleavage of LC3-PLA2, NBD-HPC fluorescence, 1 h | inhibition, % at 8.33 µM | hit rate 0.51% among 340,000 | AID 504462; in the data active means inhibition above about 40%
# mIAP block: mouse IAP inhibition; purified mouse IAP, CDP-Star luminescence, 30 min; inhibition, % at 10 µM; hit rate 0.2% among 330,000; AID 2806;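 active means inhibition of at least 40% at 10 µM in the primary screen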;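 further: plate controls were DMSO with enzyme for no effect and no enzyme wells for full effect; values of inactives mirror those of a sister screen read the other way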
# hIAP inh: human IAP inhibition; purified IAP, CDP-Star luminescence, 30 min; P09923; hit rate 0.12% among 330,000; AID 2544; inhibition, % at 10 µM;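 active means inhibition reaching a set limit with compound at 10 µM in the primary screen, cut at about 35% in these data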;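 further: plate controls were DMSO wells with enzyme for no effect and no-enzyme buffer wells for full effect; values of inactives mirror those of a sister screen read the other way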
# * = called active by the depositor; x = no result given.
SMILES,hIAP activ,mIAP activ,HKDC1 inh,APOBEC3A inh,PfGluPho inh,ATG4B inhibitor,mIAP block,hIAP inh
Cc1cccc(NS(=O)(=O)c2ccc(OCC(=O)N3CCCC3)cc2)c1,0.91,0.93,-9,1,1,3,7,10
Cc1ccsc1-c1nc(CN2CCCC2c2ccc(F)cc2)c(C)o1 (stereo not given),0.93,0.93,0,3,3,-6,8,7
O=S(=O)(NC1=NCCCCC1)c1ccc(F)cc1F,1.1,1,1,3,-2,-9,-4,-8
CCOC(=O)CC(=O)CSc1ncnc2c1nnn2-c1ccccc1,1.2,0.86,-5,-7,-13,3,14,-16
CCCn1ncc(CN2CCC(N3CCC(C(=O)N4CCOCC4)CC3)CC2)c1C,1.2,1.1,-5,-5,-5,6,-13,-21
COC(=O)COc1ccc(S(=O)(=O)Nc2ccc(C(N)=O)cc2)cc1C,1.1,0.91,-7,-4,-20,3,9,-7
CCC(C(=O)Nc1ccncc1)c1ccccc1 (stereo not given),1.1,1.1,15,-1,-7,-3,-8,-14
O=C(NCCN1C(=O)S/C(=C\c2ccc(OC(F)F)cc2)C1=O)[C@@H]1CCCN1C(=O)c1cccs1,0.99,0.99,-8,2,-8,-7,1,1
CS(=O)(=O)N(Cc1ccco1)CC(O)Cn1c2ccccc2c2ccccc21 (stereo not given),0.97,0.95,3,1,8,-25,5,3
Cc1cc(C)c(NC(=O)CNC(=O)[C@@H]2CCCN2C(=O)c2cccs2)c(C)c1,0.98,1.1,-2,2,10,-1,-8,2
Cc1ccc(C)c(NC(=O)C2CC(O)CN2C(=O)OCc2ccccc2)c1 (stereo not given),1.3,1.1,-3,-2,-8,-6,-6,-27
O=C(NC1CCCc2ccccc21)c1cc(F)cc(F)c1 (stereo not given),1,1.1,0,-1,8,-10,-5,0
COc1ccc(C(=O)NCc2nnc(SCC(=O)N3CCc4ccccc43)n2CCc2ccccc2)cc1,1.1,1.1,-8,-1,9,1,-5,-10
CC(Sc1nnnn1C1CC1)C(=O)Nc1cccc(S(=O)(=O)N2CCOCC2)c1 (stereo not given),1.1,1,0,3,-4,-5,0,-13
COc1ccc(NC(=O)CC2Oc3ccc(C)cc3NC2=O)cc1 (stereo not given),0.9,1,-4,-1,9,-9,0,10
CN(C)c1nccc(Nc2ccccc2)c1C#N,1.2,1.1,-5,1,6,15,-8,-22
Cc1cc(C)c2c(c1)/C(=N/NC(=O)c1cc(C)oc1C)CCC2,1,0.95,-15,0,-4,-1,5,-2
CCN(CC)S(=O)(=O)c1cc(C(=O)Nc2ccncc2)ccc1Cl,0.99,1,9,-2,-22,-5,0,1
NS(=O)(=O)c1ccc(O)c(N2C(=O)c3cccc4c(C(=O)O)ccc(c34)C2=O)c1,1.1,0.81,6,1,10,-7,18,-7
COc1ccc(C)cc1N(CC(=O)Nc1ccc2c(c1)OCCO2)S(C)(=O)=O,1.1,1.1,-11,0,-6,-5,-10,-5
CCn1cnc2sc(C(=O)N3CCN(c4ccc(OC)cc4)CC3)c(C)c2c1=O,1,0.98,-2,-6,-18,0,2,-3
COCCSc1nnc(NC(=O)CSCc2ccccc2)s1,0.95,0.93,-12,-8,4,5,7,5
CC(=O)Nc1nnc(SCC(=O)Nc2ccc(N3CCOCC3)c(Cl)c2)s1,0.9,0.98,5,58,-19,1,2,10
Cc1ccc(NC(=O)c2cnccn2)c(Br)c1,1.2,1.1,-4,-3,-4,0,-14,-17
CCCn1c(NCc2cccs2)nc2ccccc21,1.1,0.97,-5,1,12,-16,3,-10
O=S1(=O)CCOC[C@H](c2ccccc2)N1Cc1cccc(Cl)c1,1.1,1,-5,2,8,-6,-4,-11
CCc1ccc(NC(=O)CSc2nc(=O)n(CCCN3CCOCC3)c3c2CCC3)cc1,1,1.1,0,1,-11,-6,-5,-3
Cc1nc(SCC(=O)O)c2oc3ccccc3c2n1,0.9,0.94,-7,-1,-9,2,6,10
CCOC(=O)C1CCN(C(=O)C(CCSC)NC(=O)COc2ccccc2)CC1 (stereo not given),0.9,1.2,-2,-2,-4,-3,-24,10
COc1ccc(-c2csc(NC(=O)CSCc3c(C)noc3C)n2)c(OC)c1,1,1.1,2,-1,8,6,-12,-1
Cc1nn(CC(=O)OCC(=O)NCCc2ccc(F)cc2)c(C)c1[N+](=O)[O-],0.83,1,-1,-2,11,1,-1,17
COC(=O)C1=C(N)Oc2cc(C)n(Cc3cccnc3)c(=O)c2C1c1cccc(OC)c1OC (stereo not given),0.99,1,5,0,-18,-5,-5,1
CCOc1ccc2c(c1)C(C)=CC(C)(C)N2S(=O)(=O)c1ccc(NC(C)=O)cc1,1.2,1.1,-1,0,11,-1,-7,-22
COc1ccc2c(C(=O)c3ccc(Cl)cc3)n(CCCC(N)=O)[n+]([O-])c2c1,1.1,1,1,-2,4,6,-3,-8
COc1ccc2c(c1)C=C(C(=O)NCc1ccc(Cl)cc1)CO2,0.98,0.88,-1,-1,2,1,12,2
C=CCNC(=S)Nc1cc(Cl)ccc1OC,1,0.95,-9,4,10,-2,5,-3
CC1(C)CC(C)(c2ccc(O)cc2O)N(c2cccc(Cl)c2)C(=S)N1 (stereo not given),1.1,0.93,3,-1,0,-15,7,-5
O=C(NC1CCCC1)C(c1ccccc1F)N(C(=O)c1ccco1)C1CCCC1 (stereo not given),0.98,1,-2,0,-8,8,0,2
Cn1c(COc2ccc(Cl)cc2)nnc1SCC(=O)NC1CCCCC1,0.94,1,4,2,-5,1,0,6
O=C(NCc1ccco1)c1cc(=O)c2ccccc2o1,1.1,0.99,-14,0,1,0,1,-12
Cc1ccc(Cl)cc1NC(=O)C1C2CCC(O2)C1C(=O)O (stereo not given),1.1,1,-5,-4,13,7,0,-11
O=C1C(=O)c2ccccc2C([O-])=C1[n+]1ccccc1,0.97,1.1,10,6,-16,-1,-6,3
Cc1ccc(NC(=O)c2nc[nH]c2C(=O)N(C)Cc2ccccc2)cc1,1.4,0.97,2,-5,7,-16,3,-37
CCCCCCn1c(O)c(/C=C2\C=NN=C2c2ccccc2)sc1=S,0.95,0.95,1,7,34,-7,5,5
Cc1cc(=O)[nH]c(SCC(=O)NCc2ccco2)n1,1,1.1,-3,65*,4,-5,-12,-4
O=C(Nc1ccccc1N1CCOCC1)c1cc2ccccc2o1,0.89,0.95,-5,2,6,-1,5,11
CN(C)S(=O)(=O)c1cc(NC(=O)CN2CCN(c3ccccc3O)CC2)ccc1Cl,0.97,0.95,5,-2,7,-16,5,3
COC(=O)c1ccccc1NC(=O)Cn1cc2c(n1)CCC(C)C2 (stereo not given),0.92,0.93,-1,-2,11,4,7,8
CCCCSCCCNC(=O)C1CCC(CNS(=O)(=O)c2ccc(NC(C)=O)cc2)CC1 (stereo not given),1.1,1.1,-1,-5,-5,-10,-6,-5
COc1ccc(NC(=O)c2c(N)no[n+]2[O-])cc1,1,0.93,-5,5,1,-5,7,-1
O=C(Nc1ccc2oc(-c3ccncc3)nc2c1)c1ccc(Br)o1,1,1,4,-1,-14,13,0,0
Cc1cc(Cl)cc2sc(NC(=O)C3CC3)nc12,0.89,1,-4,1,-5,-1,-2,11
CCC(C)C(NC(=O)C1CCC(=O)N1C(=O)OCc1ccccc1)C(=O)NC(C(=O)N1CCCC1C(N)=O)C(C)CC (stereo not given),0.97,0.99,-6,-5,-3,-3,1,3
COc1ccc2c3c(c(=O)oc2c1OCC(=O)C(C)(C)C)CCCC3,0.89,0.94,-10,-6,-4,-2,6,11
Cc1ccccc1C1CCCN(Cc2nc(C3CC3)no2)C1 (stereo not given),0.81,1,3,0,-19,0,-1,19
Cc1ccc(S(=O)(=O)N2CCC(C(=O)NNC(=O)c3cccnc3)CC2)cc1,1.1,0.97,3,-1,-15,1,2,-10
CC(=NCCCn1ccnc1)c1c(-c2ccccc2)[nH]n(-c2nc3ccccc3s2)c1=O,1,0.82,10,2,-16,-36,18,-2
O=C(COC(=O)Cc1ccsc1)NCc1ccc(Cl)cc1,1.7,1.1,-11,6,6,-1,-9,-69
COC(=O)C(Cc1ccccc1)NC(=O)CSc1nc(C)cc(=O)[nH]1 (stereo not given),1.1,0.86,-5,0,5,-14,14,-6
CCOCCCNC(=O)c1ccc(N(C)S(=O)(=O)c2ccc(OC)cc2)cc1,0.97,1,-8,2,3,2,-2,3

# Next part
SMILES,hIAP activ,mIAP activ,HKDC1 inh,APOBEC3A inh,PfGluPho inh,ATG4B inhibitor,mIAP block,hIAP inh
CCC/C=N/NC(=O)c1ccc(F)cc1,0.93,0.95,-7,-3,0,-4,5,7
O=C(C1=C[C@H](c2coc3ccccc3c2=O)C[C@H](OCc2ccc(CO)cc2)O1)N1CCN(Cc2ccccc2)CC1,0.93,1,-1,1,0,-2,-2,7
Cc1cc(C)n2c(SCC(=O)Nc3ccccc3C#N)nnc2n1,1,1.1,-1,-2,3,-3,-11,-5
O=C(NCCC(=O)N(Cc1ccco1)Cc1cccs1)c1ccc(Br)cc1,0.95,0.98,-3,0,15,14,2,5
OCCCN=c1cc(-c2ccccc2)oc2ccc(Cl)cc12,0.99,0.95,-2,-13,-4,3,5,1
O=C(NCC1CCCO1)c1ccc(NC(=O)c2cccc(Br)c2)cc1 (stereo not given),0.94,1,-3,-2,6,-3,-1,6
CC1=C(C(=O)OC2CCC(C)CC2)C(c2ccc(O)c([N+](=O)[O-])c2)NC(=O)N1 (stereo not given),1.1,0.94,1,-7,-6,5,6,-9
Cn1c(=O)c(/C=C/c2ccccc2)nc2ccccc21,0.92,1.1,-7,-3,13,-5,-6,8
Cn1c(Cn2c(=O)sc3ccccc32)nnc1SCC(=O)NCc1ccc2c(c1)OCO2,0.92,0.98,-7,-1,3,-4,2,8
O=C(CS(=O)(=O)Cc1ccccc1)N1CCN(c2ccccc2F)CC1,1,1,-2,-2,-8,-2,-3,0
COc1ccccc1CNC(=O)CCNS(=O)(=O)c1cc(Br)cnc1N,1.3,0.97,4,5,-3,-6,3,-33
CSc1n[nH]c(NCc2cccs2)n1,1,0.91,-9,4,1,-9,9,0
CC(=O)c1ccc(COC(=O)c2ccccc2NC(=O)C(C)C)cc1,0.98,0.95,x,-1,x,x,5,2
Cn1c(=O)c2cc(S(=O)(=O)NC(Cc3ccccc3)C(=O)NCC3CCCO3)ccc2n(C)c1=O (stereo not given),1.1,1.1,-14,-2,7,-6,-8,-7
COc1cc(C(=O)NCC(c2ccccc2)N(C)C)ccc1OCC(=O)N1CCOCC1 (stereo not given),1.1,0.97,-8,-2,-15,-3,3,-13
CC(C)CCOc1ccc(C(=O)O)cc1,0.97,0.98,-10,-3,-29,0,2,3
CC(C)C(C)NC(=O)CN1C(=O)NC(c2ccccc2)(c2ccccc2)C1=O (stereo not given),0.87,0.95,4,0,-2,-1,5,13

# Given tab-delimited: part of the list above
Compound	hIAP activ	mIAP activ	HKDC1 inh	APOBEC3A inh	PfGluPho inh	ATG4B inhibitor	mIAP block	hIAP inh
CC(C)CCOc1ccc(C(=O)O)cc1	0.97	0.98	-10	-3	-29	0	2	3
O=C(C1=C[C@H](c2coc3ccccc3c2=O)C[C@H](OCc2ccc(CO)cc2)O1)N1CCN(Cc2ccccc2)CC1	0.93	1	-1	1	0	-2	-2	7
CC1=C(C(=O)OC2CCC(C)CC2)C(c2ccc(O)c([N+](=O)[O-])c2)NC(=O)N1 (stereo not given)	1.1	0.94	1	-7	-6	5	6	-9
COc1cc(C(=O)NCC(c2ccccc2)N(C)C)ccc1OCC(=O)N1CCOCC1 (stereo not given)	1.1	0.97	-8	-2	-15	-3	3	-13
CC(C)C(C)NC(=O)CN1C(=O)NC(c2ccccc2)(c2ccccc2)C1=O (stereo not given)	0.87	0.95	4	0	-2	-1	5	13
